KCNK3 inh = human KCNK3 channel inhibition, primary screen. CHO-KCNK3 thallium flux, FluxOR fluorescence; hits give low values. B-score at 10 µM. O14649. AID 602410. 340,000 tested, 0.84% active;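 active = B-score under library mean minus 4 SD, starting fluorescence ratio at most library mean plus 5 SD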;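 note: more negative B-score means stronger inhibition of thallium flux through KCNK3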
KCNQ1 pot = potentiates or activates the human KCNQ1 potassium channel. P51787. CHO-K1 KCNQ1, thallium flux FluxOR fluorescence; hits give high values. B-score at 10 µM. 310,000 tested, 0.35% active. AID 2648;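 active = fluorescence ratio B-score, a plate-corrected score, at least three library SD, with initial intensity B-score within 5 SD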
Target sequence (P51787 whole entry, looked up): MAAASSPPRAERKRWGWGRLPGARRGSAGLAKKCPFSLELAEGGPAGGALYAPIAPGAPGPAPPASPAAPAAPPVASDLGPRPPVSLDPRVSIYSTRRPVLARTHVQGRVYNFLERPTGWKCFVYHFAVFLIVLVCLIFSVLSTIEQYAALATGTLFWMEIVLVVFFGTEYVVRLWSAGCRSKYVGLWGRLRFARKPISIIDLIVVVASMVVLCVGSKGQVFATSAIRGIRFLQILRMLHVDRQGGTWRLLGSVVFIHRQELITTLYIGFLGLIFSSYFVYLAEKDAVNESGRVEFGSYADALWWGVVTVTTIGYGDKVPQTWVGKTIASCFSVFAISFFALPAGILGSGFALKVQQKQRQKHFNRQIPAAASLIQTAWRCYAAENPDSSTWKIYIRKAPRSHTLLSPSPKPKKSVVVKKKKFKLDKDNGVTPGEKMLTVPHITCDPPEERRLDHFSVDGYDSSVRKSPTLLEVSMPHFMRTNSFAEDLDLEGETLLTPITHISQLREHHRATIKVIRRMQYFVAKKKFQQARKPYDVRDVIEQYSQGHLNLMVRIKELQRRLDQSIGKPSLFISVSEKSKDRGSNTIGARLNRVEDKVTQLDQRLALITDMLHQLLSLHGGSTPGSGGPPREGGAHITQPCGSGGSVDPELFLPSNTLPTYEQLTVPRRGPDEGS
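Test system: CHO-K1 cells stably expressing KCNQ1 / Medium: assay buffer / Also added: depolarizing K+/Tl+ stimulus, K2SO4 and Tl2SO4 each 12.5 mM in 5x stock / Incubation: 90 min dye loading and 20 min compound exposure, both at room temperature / Signal: thallium influx via FluxOR fluorescence, kinetic imaging / Evaluation: B score of baseline-normalized fluorescence ratio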
TRPC4 agonist = TRPC4 (mouse) channel activation. Q9QUQ5. HEK293 TRPC4beta/mu-opioid, Fluo4 calcium fluorescence; hits give high values. B-score at 10 µM. 310,000 tested, 0.49% active;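 active = B-score above 5 SD of library B-scores, and initial fluorescence ratio not above library mean plus 5 SD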;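 note: positive B-score marks a calcium rise read as TRPC4 activation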
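Test system: HEK293 cells stably co-expressing mouse TRPC4beta and mu-opioid receptor | Schedule: Fluo4 dye loading 45 min at room temperature, 110 s recording | Measured by: Kinetic Fluo4 calcium fluorescence, 5 s baseline at 1 Hz | Evaluation: B score of integrated ratio | Controls: Buffer (low) and maximal DAMGO (high)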
hERG rescue = hERG (human) protection from proarrhythmic block. CHO-hERG, FluxOR thallium flux, dofetilide IC70 present. activation (rescue from dofetilide block), less the hit threshold, % at 10 µM. 310,000 tested, 0.51% active;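 active = activation above the mean of controls blocked by dofetilide plus 5 SD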;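 note: thallium influx through hERG after potassium depolarization seen as dye fluorescence rise; in these data hits start at about 4.7%; inactives centre near -7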
DYRK1A inh = Dyrk1A (rat) kinase inhibition. ADP-Glo luminescence, NFATc1 peptide. AID 504441. inhibition, % at 12.5 µM. Q63470. 310,000 tested, 0.43% active; in the data active = inhibition above about 50%;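 note: plate controls were vehicle with enzyme for no effect and no enzyme for full effect; many of its hits are not listed in these tables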
HDAC3 inh = blocks human histone deacetylase 3; AID 2718; 320,000 tested, 0.15% active; O15379; inhibition, % at 8.3 µM; recombinant HDAC3, fluorogenic peptide/trypsin coupled, fluorescence; in the data active = inhibition above about 26%, passing the limit was not always enough
Target sequence (O15379 whole entry, looked up): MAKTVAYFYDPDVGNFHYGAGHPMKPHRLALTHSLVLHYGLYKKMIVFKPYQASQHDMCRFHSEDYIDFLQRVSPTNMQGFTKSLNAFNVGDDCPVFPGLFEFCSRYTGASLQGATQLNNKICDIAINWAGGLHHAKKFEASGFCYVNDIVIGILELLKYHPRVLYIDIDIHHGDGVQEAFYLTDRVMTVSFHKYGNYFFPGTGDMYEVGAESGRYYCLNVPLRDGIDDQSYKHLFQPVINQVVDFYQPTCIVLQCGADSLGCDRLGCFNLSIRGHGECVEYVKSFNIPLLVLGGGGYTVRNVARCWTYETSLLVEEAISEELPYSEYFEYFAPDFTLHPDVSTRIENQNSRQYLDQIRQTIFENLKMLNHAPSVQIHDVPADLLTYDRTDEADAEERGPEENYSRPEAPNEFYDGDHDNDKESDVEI
ANO1 block = blocks the mouse calcium-activated chloride channel TMEM16A. Q8BHY3. HEK293 TMEM16A/YFP iodide influx fluorescence, ionomycin. normalized B-score (activity score, 25-100; higher = stronger inhibition) at 10 µM. 310,000 tested, 1.2% active;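 active = ratio plate-corrected score three or more library SD toward inhibition, starting fluorescence score within five deviations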;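 note: score derived from kinetic fluorescence span divided by baseline fluorescence per well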
KCNQ1 inh = human KCNQ1 channel inhibition; P51787; CHO-K1 KCNQ1, FluxOR thallium flux fluorescence; hits give high values; B-score at 10 µM; 310,000 tested, 1.3% active; AID 2642;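 active = compounds whose thallium flux B-score, printed positive for inhibition, exceeds three library SD while starting fluorescence stays within three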;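 note: channel opened by potassium depolarization with thallium stimulus after 20 min compound exposure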
KCNK9 block = inhibitors of human KCNK9 two-pore domain potassium channel | Q9NPC2 | HEK293 KCNK9, FluxOR thallium flux fluorescence; hits give low values | B-score at 10 µM | 310,000 tested, 1.2% active | AID 488922;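 active = ratio B-score over 3 SD below the library mean, with starting fluorescence within 5 SD of its mean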;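 note: negative B-score means less thallium flux so channel inhibition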
TRPC4 potent = allosteric potentiators of mouse TRPC4 channel. Q9QUQ5. HEK293 TRPC4beta/mu-opioid, DAMGO EC20, Fluo-4 Ca2+ flux; hits give high values. B-score at 10 µM. 310,000 tested, 0.42% active. AID 2227;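 active = B-score of calcium response area above 5 SD of library B-scores, with initial fluorescence ratio within 5 SD of library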;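 note: B-score of integrated fluorescence ratio over time as area under calcium response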
ANO1 activ = activates or potentiates the mouse TMEM16A chloride channel | B-score at 10 µM | Q8BHY3 | HEK293 TMEM16A/YFP-H148Q/I152L, iodide quench fluorescence; hits give low values | 340,000 tested, 0.3% active;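 active = fluorescence-ratio B-score plate-corrected deviation score at least 3 library SD below zero, with starting fluorescence score within 5 deviations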;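 note: channel opened by trigger with iodide after compound preincubation; score built on the fluorescence ratio of max minus min over baseline; more negative score means more quench and so TMEM16A activation or potentiation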
Numbers without * were called inactive; i = inactive; · = no result given.

SMILES	KCNK3 inh	KCNQ1 pot	TRPC4 agonist	hERG rescue	DYRK1A inh	HDAC3 inh	ANO1 block	KCNQ1 inh	KCNK9 block	TRPC4 potent	ANO1 activ
COC(=O)CN1C(=O)C2(C(C#N)=C(N)Oc3ccccc32)C2=C1CC(C)(C)CC2=O (centres undefined)	i	i	i	-11	0	-3	i	i	i	i	i
O=C(NCC(=O)N1CCN(S(=O)(=O)c2ccccc2F)CC1)c1ccc(Br)o1	i	i	i	-7	-7	2	i	i	i	i	i
CC1CCN(C(=O)CSc2nnc(Cc3cccn3C)n2-c2ccc(F)cc2)CC1	i	i	i	-7	10	3	i	i	i	i	i
Cc1nnc(SCC(=O)NC2CCC(C)CC2)s1 (centres undefined)	i	i	i	-7	1	3	i	i	i	i	i
Cc1cc(C)c2c3c(sc2n1)C(=O)N(c1ccccc1C)CC(=O)N3	i	i	i	-10	1	-1	i	i	i	i	i
O=C(O)c1cc(N/N=C/c2cccs2)ccc1Cl	·	i	i	-9	·	-6	i	i	i	i	·
O=C(Nc1cccc(Cl)c1)c1ccccc1	i	·	·	·	11	2	i	·	·	·	i
Cc1ccccc1CNC(=O)C1CCC(=O)N(C2CCCCCC2)C1 (centres undefined)	i	i	i	-9	6	·	i	i	i	i	i
CCONC(=O)Nc1ccccc1	i	i	i	-10	-1	-6	i	i	i	i	i
CCn1ncc(C2=NOC(C(=O)Nc3cccnc3)C2)c1C (centres undefined)	i	i	i	-10	-5	4	i	i	i	i	i
O=C(/C=C/c1ccc(OCc2cccc(Cl)c2)cc1)N1CCOCC1	i	i	i	-2	-1	2	i	i	i	i	i
COC(=O)c1ccccc1NC1CC(=O)N(c2c(C)cccc2C)C1=O (centres undefined)	i	i	i	-10	1	-10	i	i	i	i	i
NC(=O)NOCc1ccc(F)cc1Cl	i	i	i	-7	1	1	i	i	i	i	i
COc1ccc(/C=C/C(=O)c2c(O)cc(C)oc2=O)c(OC)c1	i	i	i	-3	10	1	i	i	i	i	i
CCN(C(=O)CN1CCN(c2ccccc2OC)CC1)c1c(N)n(Cc2ccccc2)c(=O)[nH]c1=O	i	i	i	-5	-4	7	i	i	i	i	i
Cc1ccc(NC(=O)c2cc3nc(C)cc(C)n3n2)cc1	i	i	i	-14	-17	·	i	i	i	i	i
Cc1ccc2c(c1)N(CC(=O)NC1CCC(C)CC1)C(=O)c1cccnc1O2 (centres undefined)	i	i	i	-6	1	3	i	i	i	i	i
COc1ccc(CCCc2nnc(SCC(=O)Nc3cc(C)ccc3C)o2)cc1	i	i	i	1	·	12	i	i	i	i	i
Cc1cc[n+](C2=C([O-])c3ccccc3C(=O)/C2=N\S(=O)(=O)c2cccs2)cc1C	i	i	i	-7	1	2	i	i	i	i	i
CCCn1cc(CN2CCC(n3nccc3NC(=O)C(OC)c3ccccc3)CC2)c(C)n1 (centres undefined)	i	i	i	-4	-3	-5	i	i	i	i	i
O=C(c1ccccc1)C1C(=O)c2ccccc2C1=O	i	i	i	-6	6	6	i	i	i	i	i
COc1cc(C2C(C(=O)c3ccc(C)o3)=C(O)C(=O)N2CCc2ccccc2)ccc1O (centres undefined)	i	i	i	-3	0	1	i	i	i	i	i
COc1ccc(C(=O)NC(=S)Nc2nc(C)cc(C)n2)cc1Br	i	i	i	-4	·	·	i	i	i	i	i
COc1cccc(N2CCN(C(=O)c3[nH]c(C)c(C(C)=O)c3C)CC2)c1	i	i	i	-2	0	-12	i	i	i	i	i
CCOc1ccc(NC(=O)CCc2ccc(C)o2)cc1	i	i	i	-4	1	-6	i	i	i	i	i
COc1cccc(C(=O)Oc2ccc3c(C)cc(=O)oc3c2C(C)=O)c1	i	i	i	-2	3	-4	i	i	i	i	i
COc1ccc(/C=C/C(=O)Nc2ccc(-n3nncc3-c3ccc(OC)c(OC)c3)cc2)cc1OC	i	i	i	-10	1	0	i	i	i	i	i
CN1CCc2ccccc2Cc2[nH]c3ccccc3c2CC1	i	·	·	·	4	9	i	·	·	·	i
O=C(NCc1cccc(C(F)(F)F)c1)c1ccc[nH]1	i	i	i	-10	-2	1	i	i	i	i	i
C=CCNC(=O)Nc1cc(Cl)ccc1OC	i	i	i	-8	-1	6	i	i	i	i	i
O=C(Nc1ccc2c(c1)OCCO2)c1cccc(S(=O)(=O)N2CCOCC2)c1	i	i	i	-11	7	-4	i	i	i	i	i
Cc1cc(=O)[nH]c2c(N=Nc3ccc(O)cc3)c(N)nn12	i	i	i	-5	6	·	·	i	i	i	i
Cc1cccc(-n2nnc3cnn(C)c3c2=O)c1	i	i	i	-14	6	-6	i	i	i	i	i
CCN1CCN(CCOc2cccc(Oc3ccccc3)c2)CC1	i	i	i	-5	7	0	i	i	i	i	i
Cc1cc2c(cc1C)CN(c1ccccc1)C2	i	i	i	-8	-13	1	i	i	i	i	i
COc1ccc(Br)cc1CNc1ccc(N2CCOCC2)cc1	i	i	i	-8	-1	2	i	i	i	i	i
COc1ccccc1NC(=O)Nc1ccccc1N1CCOCC1	i	i	i	-7	8	0	i	i	i	i	i
O=C(CNC(=S)N(Cc1ccc(F)cc1)C1CCCCC1)NCCN1CCOCC1	i	i	i	-10	2	-3	i	i	i	i	i
COc1ccc(NC(=O)COc2nsnc2N2CCOCC2)cc1	i	i	i	-14	·	-8	i	i	i	i	i
COC(=O)CSc1nnc(Cc2cc(=O)[nH]c(=O)[nH]2)n1-c1cccc(OC)c1	i	i	i	-6	-5	0	i	i	i	i	i
Cc1noc(NS(=O)(=O)c2ccc(NC(=O)C(Cl)(Cl)Cl)cc2)c1C	i	i	i	-6	-3	4	i	i	i	i	i
CC(C(=O)N(C)C1CCCCC1)N1CCC(C(N)=O)CC1 (centres undefined)	i	i	i	-4	10	-6	i	i	i	i	i
COc1cccc(N2CCN(c3ccc4nnc(CCC(=O)Nc5cc(C)ccn5)n4n3)CC2)c1	i	i	i	-15	-4	-4	i	i	i	i	i
COc1cc([N+](=O)[O-])cc(/C=N/NC(=O)c2cccnc2)c1O	i	i	i	-9	20	4	i	i	i	i	i
OCCNCc1cc(Br)ccc1OCc1ccc(Cl)cc1Cl	i	i	i	-21	4	·	·	i	i	i	i
COc1ccc(C(=O)NCCSC2CCCCC2)cc1	i	i	i	-12	11	-7	i	i	i	i	i
CCCCCCn1c(COc2ccccc2F)nnc1SCC(=O)c1c(N)n(C)c(=O)n(C)c1=O	·	i	i	-6	·	-7	i	i	i	i	·
NC(=O)NNc1cccc(Cl)n1	i	i	i	-3	2	3	i	i	i	i	i
O=C(CCN1C(=O)C2C3C=CC(C3)C2C1=O)N1CCN(c2cccc(Cl)c2)CC1 (centres undefined)	i	i	i	-1	-4	1	i	i	i	i	i
Cc1ccc(NC(=O)/C(=C\c2cccc(Br)c2)NC(=O)c2ccco2)cc1	i	i	i	3	11	-1	i	i	i	i	i
O=C(COC(=O)CCc1nc2ccccc2c(=O)[nH]1)Nc1ccc(Cl)cn1	i	i	i	-15	-3	·	i	i	i	i	i
Cc1ccc(OCC(=O)OCC(=O)c2cccc([N+](=O)[O-])c2)cc1C	i	i	i	-7	5	-4	i	i	i	i	i
O=C(NCC(c1ccco1)N1CCc2ccccc2C1)c1cccc([N+](=O)[O-])c1 (centres undefined)	i	i	i	-20	1	-4	i	i	i	i	i
Cc1ccccc1N1CCN(C2CCCN(C(=O)c3ocnc3C)C2)CC1 (centres undefined)	i	i	i	-2	15	-5	i	i	i	i	i
Cc1cccc(NC(=O)Cn2cnc3c(oc4nc5c(cc43)COC(C)(C)C5)c2=O)c1	i	i	i	-8	2	-2	i	i	i	i	i
CCOC(=O)c1cc2c(ccn2C)n1CC(=O)N(C)C	i	i	i	-11	-7	3	i	i	i	i	i
CCOC(=O)Cn1c(=O)c2c(nc3n2CCN3Cc2ccccc2)n(C)c1=O	i	i	i	-4	-8	-5	i	i	i	i	i
COc1ccc(C2=NS(=O)(=O)N(C)C(C(=O)Nc3ccc4c(c3)OCO4)=C2)cc1OC	i	i	i	-7	4	8	i	i	i	i	i
O=C1CCCC2=C1C1(CCCC1)N=C(Nc1nc3ccccc3s1)N2	i	i	i	-7	6	-4	i	i	i	i	i
CCn1c(SCC(=O)NC2CCCCC2)nc2ccccc2c1=O	i	i	i	-5	-5	6	i	i	i	i	i
Next section:
SMILES	KCNK3 inh	KCNQ1 pot	TRPC4 agonist	hERG rescue	DYRK1A inh	HDAC3 inh	ANO1 block	KCNQ1 inh	KCNK9 block	TRPC4 potent	ANO1 activ
Cc1ccc(NC2CC(C)NC(=S)N2)cc1 (centres undefined)	i	i	i	-5	-1	2	i	i	i	i	i
CC(C)Cn1c(O)c(/C=C2\C=NN=C2c2ccccc2)sc1=S	i	i	i	-6	-3	·	i	i	i	i	i
Cc1ccc2oc(-c3cccc(NC(=O)c4cc(-n5cnnc5)ccc4Cl)c3)nc2c1	i	i	i	-10	-7	-6	i	i	i	i	i
CC(O)(CS(=O)(=O)Cc1ccccc1)C(=O)Nc1cccc(C(F)(F)F)c1 (centres undefined)	i	i	i	0	-2	-2	i	i	i	i	i
CCOc1ccccc1OC(=O)c1ccco1	i	i	i	-12	-1	-3	i	i	i	i	i
CCOc1nc(N=C(N)N)nc2c(C)cccc12	i	i	i	-10	6	-19	i	i	i	i	i
COc1ccc2c(c1)C1(C)CC(C)(C)N2C(=O)N1c1ccccc1 (centres undefined)	i	i	i	-5	7	7	i	i	i	i	i
CC(=O)N/C(=C\c1cccc([N+](=O)[O-])c1)C(=O)NC(C)C	i	i	i	-4	13	-1	i	i	i	i	i
Cc1ccc(CS(=O)(=O)Cc2ccc(C(=O)NCCc3ccccc3)o2)cc1	i	i	i	-9	·	7	i	i	i	i	i
O=C(c1ccc(Cl)s1)N1CCc2ccccc21	i	i	i	-11	-2	3	i	i	i	i	i
O=C(CSc1nn(-c2ccc(Cl)cc2)c(=S)s1)NCC1CCCO1 (centres undefined)	i	i	i	-10	-6	0	i	i	i	i	i
CCc1cc(-c2n[nH]c(C)c2-c2ccccc2Cl)c(O)cc1OC	i	i	i	-4	-2	-3	i	i	i	i	i

Ordered by value in DYRK1A inh (falling): three from the list above
structure | KCNK3 inh | TRPC4 agonist | DYRK1A inh | HDAC3 inh | KCNQ1 inh | KCNK9 block | TRPC4 potent | ANO1 activ
COc1ccc2c(c1)C1(C)CC(C)(C)N2C(=O)N1c1ccccc1 (centres undefined) | i | i | 7 | 7 | i | i | i | i
Cc1ccc(NC2CC(C)NC(=S)N2)cc1 (centres undefined) | i | i | -1 | 2 | i | i | i | i
CC(O)(CS(=O)(=O)Cc1ccccc1)C(=O)Nc1cccc(C(F)(F)F)c1 (centres undefined) | i | i | -2 | -2 | i | i | i | i

Source: PubChem BioAssay

Not all compounds are listed; count on the stated rates, not on these rows.
